# Source: PubChem BioAssay (University of Kansas High Throughput Screening Laboratory)
# Pf apPOL inh: Pf-apPOL DNA polymerase inhibition. actives 0.25% (n = 210,000). Recombinant Pf-apPOL, molecular beacon fluorescence, 1.5 h. inhibition, % at 10 µM
# mHTT-CaM PPI inh: inhibitors of human mutant huntingtin-calmodulin interaction; AID 1671202; actives 3.6% (n = 190,000); inhibition, % at 15 µM; AlphaScreen His-mHTT/GST-CaM binding, luminescence; P42858;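 also: 0% = both proteins with DMSO and 100% = one protein alone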
# * hit, by the source's call; nt = no result given; & = joins results of further samples; ! = a repeat was not active. Rule as the data show it: active = inhibition above about 50%; inactive = the rest.
# Values in the order: Pf apPOL inh	mHTT-CaM PPI inh
- CC(=O)Nc1ccc(C(=O)N(C)Cc2ccccc2)c(N2CCOCC2)c1
  4	-5
- CN(C)c1cc(C(=O)NCc2ccccc2)nc2ccnn12
  0	-36
- Clc1cnc2nc(-c3cccnc3)[nH]c2c1
  -4	-2
- COc1ccc(-c2nc(-c3ccc(Cl)cc3)no2)cc1
  5	-6
- Cc1ccc(Nc2nc3nonc3nc2Nc2ccccc2F)cc1
  -4	11
- CC(C)C(C(=O)N1CCN(CCO)CC1)c1ccccc1 (configuration not stated)
  2	-2
- O=C(c1ccc(S(=O)(=O)Cc2ccccc2Cl)c([N+](=O)[O-])c1)N1CCCC1
  -4	4
- Cn1c2ccccc2c2nn3c(SCc4ccccc4F)nnc3nc21
  -2	-5
- O=C1CCC(C(=O)N2CCN(c3ccc(-n4cccn4)nn3)CC2)N1 (configuration not stated)
  -9	-15
- CC(=O)N1N=C(c2ccc([N+](=O)[O-])cc2)OC12CCCC2
  -7	1
- CC(=O)c1cccc(NC(=O)c2cc(F)c(F)cc2Cl)c1
  -7	-5
- Cc1cc2n(n1)CCC(=O)N2CCCC(=O)NC1CCCCC1
  -4	4
- O=C(O)CSCNC(=O)CC12CC3CC(CC(C3)C1)C2
  -2	21
- Cc1ccc(OCC(=O)NCC2(C)CCOCC2)cc1
  -6	2
- COc1ccc(-c2cc3ccc(O)cc3oc2=O)c(OC)c1
  -7	-12
- CCOc1cc(C(=O)Nc2c3c(nn2C(C)(C)C)CS(=O)(=O)C3)cc(OCC)c1OCC
  -2	9
- CN(C)c1ncncc1N1CCC(C(=O)NCc2cccs2)CC1
  -3	-1
- CCOc1ccc(C(=O)N2CC3CC2CC3NC(=O)c2cccs2)cc1 (configuration not stated)
  -2	-1
- Cc1nc2ccc(-c3nc4cc(N)ccc4o3)cc2[nH]1
  5	43
- Cc1oc2cc(OCC(=O)O)ccc2c(=O)c1-c1ccc(Cl)cc1
  -4	0

# Six records drawn at random from the list so far:
# Values in the order: Pf apPOL inh	mHTT-CaM PPI inh
- CN(C)c1ncncc1N1CCC(C(=O)NCc2cccs2)CC1
  -3	-1
- Cc1ccc(OCC(=O)NCC2(C)CCOCC2)cc1
  -6	2
- CN(C)c1cc(C(=O)NCc2ccccc2)nc2ccnn12
  0	-36
- CCOc1ccc(C(=O)N2CC3CC2CC3NC(=O)c2cccs2)cc1 (configuration not stated)
  -2	-1
- Cn1c2ccccc2c2nn3c(SCc4ccccc4F)nnc3nc21
  -2	-5
- CC(=O)Nc1ccc(C(=O)N(C)Cc2ccccc2)c(N2CCOCC2)c1
  4	-5

# Additional entries follow:
# Values in the order: Pf apPOL inh	mHTT-CaM PPI inh
- NC(=O)c1oc2ccccc2c1NC(=O)c1ccccc1C(F)(F)F
  -4	-14
- CCCC(C)C(=O)Nc1ccc(S(=O)(=O)Nc2nccc(C)n2)cc1 (configuration not stated)
  2	-2
- CN(CCC#N)C(=O)c1cnn2c(C(F)(F)F)cc(-c3ccco3)nc12
  1	1
- COc1ccc([N+](=O)[O-])cc1NCc1ccccc1
  1	-14
- COc1ccc(Cl)cc1NC(=O)CN1C(=O)NC2(CCC(C)CC2)C1=O (configuration not stated)
  -4	10
- COc1ccc(Cl)cc1C(=O)NCCOc1ccc(F)cc1
  -9	-36
- CN1CC(=O)NC1=NC(=O)Nc1cccc(Cl)c1
  4	nt
- CCOC(=O)c1ccc(NC(=O)CS(=O)c2ncc(-c3ccc(OC)cc3)n2C)cc1 (configuration not stated)
  -11	23
- CCCN(C)C(=O)c1ccccc1N1CCC(NC(C)=O)CC1
  -23	10
- COc1ccc(-c2cc3nc4c(c(=O)n3[nH]2)CCN(C(=O)C(C)(C)C)C4)cc1
  2	10
- CN(C)c1ccc(C2N(Cc3ccccc3)CCC3CCCCN32)cc1 (configuration not stated)
  -1	nt
- COc1ccc2c(c1OC)C(=O)N(c1cccc(C)c1)C2
  -5	-3
- Cc1ccc(-c2nnc(C)c(N3CCCCC3)n2)cc1
  -4	10
- Cc1ccc(C)c2sc(NC(=O)CN(C)S(C)(=O)=O)nc12
  2	-13
- CCCCCn1c(SCc2cc(=O)[nH]c(C34CC5CC(CC(C5)C3)C4)n2)n[nH]c1=O
  -11	nt
- CCCS(=O)(=O)c1ccc([N+](=O)[O-])cc1
  2	nt
- Cc1ccc(-n2[nH]c(C)c(C=Nc3ccccc3Br)c2=O)cc1
  -4	0
- N#CC(C(N)=S)=C1CCCC1
  6	-6
- CCn1c(=O)oc2cc(NC(=O)CC3CCCCC3)ccc21
  0	-13
- Cc1ccccc1C1CCCN1C(=O)c1ccc(F)cc1 (configuration not stated)
  0	3

# Continued; the last 3 above are carried over.
# Values in the order: Pf apPOL inh	mHTT-CaM PPI inh
- N#CC(C(N)=S)=C1CCCC1
  6	-6
- CCn1c(=O)oc2cc(NC(=O)CC3CCCCC3)ccc21
  0	-13
- Cc1ccccc1C1CCCN1C(=O)c1ccc(F)cc1 (configuration not stated)
  0	3
- COc1ccc(C(=O)N=c2sc3cc(F)ccc3n2C)cc1
  0	-3
- CC(C)(C)OC(=O)NC(Cc1ccccc1)C(=O)NNC(=S)Nc1ccc(F)c(Cl)c1 (configuration not stated)
  -264	nt
- N#C/C(=C\c1ccco1)c1nc(-c2ccccc2)cs1
  -3	-10
- C=C(C)COc1ccc2c(=O)c(-c3ccccc3OC)c(C)oc2c1
  -4	-10
- CC(=O)N1CCc2ccccc2C1C(=O)N1CCN(c2ccc(F)cc2)CC1 (configuration not stated)
  -2	13
- COc1ccc(CNC(=O)C2CC(=O)N(c3ccc(F)cc3)C2)cc1 (configuration not stated)
  8	0
- CCc1cccc2c(=O)c(C(=O)O)c[nH]c12
  -2	4
- COCCCN1COc2ccc3c(=O)c(-c4ccc(Cl)cc4)coc3c2C1
  -30	-3
- CNC(=O)NC(=O)c1cnccc1C(F)(F)F
  -4	nt
- O=C1OCCN1C(=O)[C@H]1[C@H](c2ccc([N+](=O)[O-])cc2)C(c2ccccc2)=NN1c1ccc(Br)cc1
  -6	50
- O=C1c2ccccc2C(=O)N1CCCN1CCN(Cc2c(F)cccc2Cl)CC1
  -9	nt
- O=C(Nc1ccccc1)c1ccc(S(=O)(=O)N2CCCCC2)cc1
  -2	-3
- COc1cc(C(=O)Oc2ccc3c(c2)OC(=Cc2ccncc2)C3=O)cc(OC)c1OC
  -4	0
- CCOc1ccc(CNC(=O)CCC(=O)N2Cc3cccn3-c3ccccc32)cc1
  1	1
- O=C1NC(=O)/C(=C\c2ccc(Cl)s2)S1
  nt	8
- O=C(Nc1cccc(Br)c1)c1c(O)c2cccc3c2n(c1=O)CC3
  4	9
- Cc1ccc([N+](=O)[O-])cc1NC(=O)C(=O)NCC1CCCO1 (configuration not stated)
  2	-1
- Fc1ccc(-c2csc(=S)[nH]2)cc1
  nt	6
- CCOc1cccc(CNC(=O)C2c3ccccc3CCN2C(=O)C2CC2)c1 (configuration not stated)
  -5	4
- Cc1cccc(NC(=S)NC2CC3C=CC2C3)c1 (configuration not stated)
  -6&5	nt

# (listing goes on)
# Values in the order: Pf apPOL inh	mHTT-CaM PPI inh
- CCCn1cnnc1C1CCN(CCc2ccccc2)CC1
  -2	5
- COc1ccc(C2C(C(=O)Nc3ccc4c(c3)OCCO4)c3ccccc3C(=O)N2C)cc1 (configuration not stated)
  2	8
- CCCc1noc(-c2cccnc2N2CCCN(C(=O)c3cccc(F)c3)CC2)n1
  1	-5
- Cc1ccc(S(=O)(=O)N2CCC(c3cc(N)on3)CC2)cc1
  -2	19
- COc1ccc(CC(=O)Nc2cc(N3CCOCC3)ncn2)cc1OC
  -4	-8
- COc1ccc(C2=N/C(=C/c3cc(OC)c(OC)cc3OC)C(=O)O2)cc1Br
  -2	1
- O=C(NCc1cccnc1)c1nn2c(C(F)(F)F)cc(-c3ccccc3)nc2c1Br
  -1	8
- O=C(C1CCC(c2cccc(C(F)(F)F)c2)N(C(=O)C2CC2)C1)N1CCOCC1 (configuration not stated)
  -1	-7
- Cc1cc(C)c(S(=O)(=O)NC(C)C2C3CC4CC(C3)CC2C4)c(C)c1 (configuration not stated)
  0	-5
- Cc1c(C(=O)O)oc2ccc(S(=O)(=O)N(CC(C)C)CC(C)C)cc12
  -7	19
- Cc1ccccc1CC(=O)N1CCC(COc2ccc(C(=O)NC(C)C)cc2)CC1
  -5	16
- O=S(=O)(Cc1cc2c(F)c(F)c(F)c(F)c2o1)c1cccc(C(F)(F)F)c1
  -5&-2	nt
- COC(=O)c1ccc(Oc2c(C)oc3c4c(ccc3c2=O)OCN(Cc2ccncc2)C4)cc1
  -4	2
- CC(C)C[C@@H](COCc1cccc(Cl)c1)N1CCN(C(=O)c2ccc(C(F)(F)F)cc2)CCC1=O
  -4	99*
- Cc1cccc(CN2CCCC2c2cc(C)no2)c1 (configuration not stated)
  6	-3
- CC(C)(C)NC1=NCCNC12CCN(S(=O)(=O)c1ccc(Cl)cc1)CC2
  -4	-6
- CCc1cccc(NS(=O)(=O)c2ccccc2[N+](=O)[O-])c1
  1	11
- COc1cc(C2CC(=O)Nc3n[nH]c(C)c32)ccc1OCc1cccc(Cl)c1 (configuration not stated)
  0	56*
- CCc1ccc(C2=CC(c3ccc(Br)cc3)n3nnnc3N2)cc1 (configuration not stated)
  -1	-15
- CC(=O)NC(CCS(C)(=O)=O)C(=O)Nc1ccc(Br)cc1F (configuration not stated)
  0	0

# Laid out differently: results already given
CCCS(=O)(=O)c1ccc([N+](=O)[O-])cc1
  Pf apPOL inh = 2	mHTT-CaM PPI inh = nt

CN(C)c1cc(C(=O)NCc2ccccc2)nc2ccnn12
  Pf apPOL inh = 0	mHTT-CaM PPI inh = -36

# Following part.
# Values in the order: Pf apPOL inh	mHTT-CaM PPI inh
- COc1ccc(OC)c(N2C(N)=C(C#N)C(c3ccc(OC)c(O)c3)C3=C2CC(C)(C)CC3=O)c1 (configuration not stated)
  -4	-4
- Clc1cc(Cl)cc(-c2ccc(CNCc3ccco3)o2)c1
  -2	-3
- Cc1cc(C)c(C)c(OCC(=O)N2CCOCC2)c1
  0	-4
- O=C(Nc1nnc(COc2ccc(Cl)cc2Cl)s1)c1ccco1
  0	-3
- NC(=O)Cc1nc(-c2cc3ccccc3oc2=O)cs1
  -4	-8
- CN(Cc1ccccc1)C(=O)C1CCN(c2cncnc2N2CCOCC2)CC1
  13	4
- N#CC=Cc1ccc(C(F)(F)F)cc1[N+](=O)[O-]
  -5	nt
- COc1ccc(OC)c(Nc2ncc3c(n2)CCN(Cc2ccc(OC)cc2OC)C3)c1
  -3	91*
- COc1ccc(-n2nc(N)c(C(N)=O)n2)cc1
  -5	-4
- CCOc1ccc(NC(=O)NCCC2CCN(S(=O)(=O)c3ccc(C)cc3)CC2)cc1
  -3	29
- CC(C)(C)c1ccc(C2SCC(=O)N2c2ccc(F)cc2)cc1 (configuration not stated)
  0	-5
- O=C(NC1CC1)C1CCN(c2nc3ccc(-c4ccsc4)nc3s2)CC1
  -2	12
- O=C(CSc1nnc(NC(=O)c2cc(-c3ccco3)on2)s1)NC1CCCC1
  61*	11
- O=C(O)COc1ccc(Br)cc1/C=C1/NC(=O)NC1=O
  4	6
- Cn1ccnc1SCC(=O)c1ccc(Cl)cc1
  -4&1	9
- CC=CCn1c(C(=O)NCC2CCCO2)cc2sccc21 (configuration not stated)
  2	4
- CC(C)(C)c1ccc(-c2nnc(Sc3ncccc3[N+](=O)[O-])n2Cc2ccco2)cc1
  -5&-8	nt
- COc1ccc(OC)c(NS(=O)(=O)c2ccc(NC(=O)c3ccccc3C)cc2)c1
  6	6
- CCNc1cc(N2CCC(CCC(=O)N3CCN(c4ccccc4F)CC3)CC2)ncn1
  3	8
- COc1ccc(S(=O)(=O)Nc2ccccc2NS(=O)(=O)c2ccc(OC)cc2)cc1
  3	6

# The final 3 entries of the section above come first, to join the parts.
# Values in the order: Pf apPOL inh	mHTT-CaM PPI inh
- COc1ccc(OC)c(NS(=O)(=O)c2ccc(NC(=O)c3ccccc3C)cc2)c1
  6	6
- CCNc1cc(N2CCC(CCC(=O)N3CCN(c4ccccc4F)CC3)CC2)ncn1
  3	8
- COc1ccc(S(=O)(=O)Nc2ccccc2NS(=O)(=O)c2ccc(OC)cc2)cc1
  3	6
- CCOC(=O)c1cnn(-c2ncnc3sccc23)c1N
  -5	nt
- O=C(Oc1ccccc1[N+](=O)[O-])N1CCOCC1
  1	0
- O=C(CSc1nc2[nH]ncc2c(=O)[nH]1)c1ccccc1
  -3	-14
- O=C(c1cn2c(n1)CSCC2)N1CCOCC1
  -7	11
- CC1CCCN(C(=O)c2csc(N3CCN(c4ccccc4F)CC3)n2)C1 (configuration not stated)
  -6	24
- CN1CCC(NC(=O)c2ccc3c(c2)N(C(=O)c2ccc(F)cc2)CC3)CC1
  -1	0
- COc1ccccc1NC(=O)c1ccccc1N(Cc1ccccc1)S(=O)(=O)c1ccccc1
  -1	-2
- CC(C)(C)[C@H]1CCN2CCC[C@](c3ccccc3)(C1)[C@@]21CO1
  -6	34
- O=C(Nc1nnc(CSCc2ccccc2F)s1)C1CCCCC1
  -4	0
- COCCNC(=O)N1CC(C)Oc2ccccc21 (configuration not stated)
  -3	0
- Cc1cc(C)n(-c2ccnc(NCc3ccc(Br)cc3)n2)n1
  -2	-15
- CC(=O)Nc1ccc(Nc2nc(-c3ccncc3)cs2)cc1
  -1	5
- O=C(NCc1ccccc1F)C1CCCN(c2ccncc2)C1 (configuration not stated)
  -4	-5
- CCC(Sc1nnc2c(n1)[nH]c1ccccc12)C(=O)Nc1cccc(C(C)=O)c1 (configuration not stated)
  1&-9	65*!
- O=C(NCCCn1ccnc1)C12CC3CC(CC(C3)C1)C2
  -4	-7
- O=C(CC1C(=O)Nc2ccccc2N1S(=O)(=O)c1cccs1)Nc1cccc(Cl)c1 (configuration not stated)
  -5	32
- CCCc1cnc(N2CCCN(C(=S)Nc3cccnc3)CC2)nc1
  -25&-25	nt
- CCCNC(=O)c1c[nH]c2ccc(S(=O)(=O)N(C)c3ccc(Cl)cc3F)cc2c1=O
  -3	32
- O=C(CCS(=O)(=O)c1cccc2nsnc12)N1CC(=O)N(CCc2ccccc2)C(=O)C1
  2	13

# Not all compounds are listed (hit frequency here may not be typical).
